Screening results deposited in PubChem by National Center for Advancing Translational Sciences (NCATS).
D2 PAM = D2 dopamine receptor (human) potentiation | HEK293 T-REx D2, calcium flux, EC20 dopamine potentiation | 340,000 tested, 0.34% active | P14416 | potentiation, % at 10 µM;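 active means potentiation over 3 SD above the plate norm, cut at about 30% in these data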; further: 0% is about no effect
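Tetracycline-induced HEK293 T-REx cells force-coupled to calcium signalling expressed D2; compounds were pin-added after a 10 s baseline, read kinetically 180 s, then an EC20 dopamine challenge followed with a further 180 s calcium read.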
RXFP1 agonist = activates the human relaxin receptor RXFP1; Q9HBX9; HEK293T-RXFP1 cAMP TR-FRET, 30 min; response scale: percent of porcine relaxin response, buffer zero; Potency, µM (highest dose often 57.5 µM), inactives show top-dose activation, usual class: activators; 370,000 tested, 0.3% active; AID 2676; further: potency means the concentration at half of the fitted maximal effect; on the % scale 0 is the no-effect control and ±100 the full control effect; nearly all actives have a fitted effect of over 60% in size; many of its hits are not listed in these tables
Target sequence (Q9HBX9 whole entry, looked up): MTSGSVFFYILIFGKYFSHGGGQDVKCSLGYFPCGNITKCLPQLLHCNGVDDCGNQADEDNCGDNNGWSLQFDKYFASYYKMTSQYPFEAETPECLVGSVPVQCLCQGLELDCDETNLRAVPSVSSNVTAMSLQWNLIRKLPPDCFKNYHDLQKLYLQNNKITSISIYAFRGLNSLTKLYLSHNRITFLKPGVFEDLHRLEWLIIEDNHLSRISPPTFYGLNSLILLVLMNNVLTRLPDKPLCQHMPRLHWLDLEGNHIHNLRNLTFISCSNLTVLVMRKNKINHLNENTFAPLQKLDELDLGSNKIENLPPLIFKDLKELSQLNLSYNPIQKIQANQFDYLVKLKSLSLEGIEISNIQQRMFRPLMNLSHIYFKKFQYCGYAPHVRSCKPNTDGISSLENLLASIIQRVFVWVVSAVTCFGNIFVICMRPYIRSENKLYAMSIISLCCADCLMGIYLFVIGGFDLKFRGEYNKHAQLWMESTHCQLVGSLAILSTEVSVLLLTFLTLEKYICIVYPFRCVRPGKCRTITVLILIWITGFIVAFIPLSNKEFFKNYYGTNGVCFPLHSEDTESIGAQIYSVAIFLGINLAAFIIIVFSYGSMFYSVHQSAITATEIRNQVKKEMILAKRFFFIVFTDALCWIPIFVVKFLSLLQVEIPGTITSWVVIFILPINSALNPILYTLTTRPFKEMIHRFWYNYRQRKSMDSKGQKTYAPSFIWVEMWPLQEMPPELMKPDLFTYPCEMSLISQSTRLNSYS
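HEK293T cells stably expressing RXFP1 were pretreated with the PDE4 inhibitor Ro 20174, exposed to compounds for 30 min at 37C, lysed, and cAMP was read by TR-FRET. Data normalized to buffer (basal) and 29 nM porcine relaxin (100%).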
D1 antagonist = blocks dopamine activation of the human D1 receptor; HEK293 TREx D1 cells, calcium flux, dopamine EC80; active compounds read low; activity change, negative = inhibition, % at 10 µM; 360,000 tested, 3.2% active; AID 504652; in the data active means activity change below about -30%; further: on the % scale 0 is the no-effect control and ±100 the full control effect
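Compound effects on dopamine-evoked calcium signalling were measured in tetracycline-induced HEK293 Trex D1 cells. Dopamine at EC80 followed a 180 s compound pre-read, and fluorescence was tracked kinetically for 180 s more.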
Anesthetic bind = binds horse apoferritin like a general anesthetic; P02791; apoferritin/1-aminoanthracene competitive binding, fluorescence; Potency, µM (highest dose often 77.5 µM), inactives show top-dose activity change, negative = displacement, hits mostly inhibitors; 350,000 tested, 0.074% active; AID 485281; further: potency means the concentration at half of the fitted maximal effect; on the % scale 0 is the no-effect control and ±100 the full control effect; nearly all actives have a fitted effect of over 20% in size
Target sequence (P02791 2-175 limits assumed): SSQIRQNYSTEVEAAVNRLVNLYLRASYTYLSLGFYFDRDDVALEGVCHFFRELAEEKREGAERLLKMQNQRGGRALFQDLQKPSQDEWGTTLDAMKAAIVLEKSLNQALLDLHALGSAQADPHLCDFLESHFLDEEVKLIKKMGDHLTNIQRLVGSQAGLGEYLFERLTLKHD
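Apoferritin-based anesthetic binding model; compound displacement of fluorescent 1-AMA measured as endpoint fluorescence after 10 minutes at room temperature, scaled to free-ligand and complex controls.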
RXFP1 antagonist = blocks the human relaxin receptor RXFP1 | Q9HBX9 | HEK293-RXFP1, relaxin-stimulated cAMP HTRF, 30 min; active compounds read low | activity change, negative = inhibition, % at 57.5 µM | 350,000 tested, 0.59% active;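 active means activity change of -60% or lower, but not beyond a set lower limit; inconclusive means change between -60% and -40%, or beyond the set limit; inactive means change above -40%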; further: on the % scale 0 is the no-effect control and ±100 the full control effect
D1 PAM = enhances dopamine response at the human D1 receptor | P21728 | HEK293 TREx D1 cells, calcium flux, dopamine EC20 potentiation | potentiation, % at 10 µM | 360,000 tested, 0.036% active | AID 504651; in the data active means potentiation above about 30%; further: 0% is about no effect
TRHR enhancer = TRH receptor (human) allosteric enhancement. P34981. TRHR cells, fluo-8 calcium fluorescence, EC20 TRH enhancement. enhancement, % at 2 µM. 360,000 tested, 0.66% active; in the data active means enhancement above about 30%; further: 0% is about no effect
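Enhancer read-out: after compound pinning and an initial kinetic agonist-mode read, an EC20 of TRH (10 nM final) was injected and fluo-8 calcium signal (Ex 480/Em 530) followed at 1 s/cycle for 100 cycles in TRHR-expressing cells.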
D1 agonist = human D1 receptor agonism. P21728. HEK293 T-REx D1 cells, calcium flux, agonist mode. activation, % at 2 µM. 360,000 tested, 1% active. AID 504660; in the data active means activation above about 30%; further: 0% is about no effect
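Agonism was scored from calcium flux recorded over 180 s (1 read/s) after pintool compound addition, following a 10-cycle baseline. Cells were inducible force-coupled HEK293 TREx D1, plated overnight at 30 C and loaded with no-wash calcium dye.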
TRHR ag = TRH receptor (human) agonism; 360,000 tested, 0.18% active; TRHR cells, calcium flux fluo-8, FDSS agonist mode; P34981; activation, % at 2 µM; in the data active means activation above about 30%; further: 0% is about no effect
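Agonist-mode FDSS calcium read (Ex 480/Em 530, 1 s cycles) in 1536-well TRHR cells with fluo-8 dye, after 10-cycle baseline and 23 nL compound addition; TRH at EC20 (10 nM final) added afterwards for the enhancer phase.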
* marks the source's active call; other numbers are inactive results; ? = inconclusive; nt = not tested or not shown; [ ] = dose if it differs, or a comment. Unless noted, the call rests on the fitted dose curve; in most records, active means well fitted curve in the direction sought with a large enough effect; inconclusive means small, poorly fitted or top-dose-only effect, or another doubt; inactive means no such curve, though single readings can be large; an effect the other way counts as inactive or inconclusive. Only part of the results is shown; the hit share may differ from the screen's.

A first look:
SMILES	D1 antagonist	D2 PAM	Anesthetic bind	RXFP1 agonist	TRHR enhancer	D1 PAM	TRHR ag	RXFP1 antagonist	D1 agonist
COc1nccnc1NS(=O)(=O)c1ccc(N=Cc2c(C)[nH]n(-c3ccccc3)c2=O)cc1	-5	-1	-17%	3.9%	-1	-3	-0.4	-10	2
O=[N+]([O-])c1cccc(C2(O)COc3ccccc3O2)c1 (stereo not drawn)	-13	4	?	0.8%	-8	-5	0.3	-1	1
O=C(NCCCN1CCOCC1)C(=O)N/N=C/c1ccccc1	29	14	-4%	3.5%	26	12	0.6	-6	0

Results, from the first entry:
SMILES	D1 antagonist	D2 PAM	Anesthetic bind	RXFP1 agonist	TRHR enhancer	D1 PAM	TRHR ag	RXFP1 antagonist	D1 agonist
COc1nccnc1NS(=O)(=O)c1ccc(N=Cc2c(C)[nH]n(-c3ccccc3)c2=O)cc1	-5	-1	-17%	3.9%	-1	-3	-0.4	-10	2
O=[N+]([O-])c1cccc(C2(O)COc3ccccc3O2)c1 (stereo not drawn)	-13	4	?	0.8%	-8	-5	0.3	-1	1
O=C(NCCCN1CCOCC1)C(=O)N/N=C/c1ccccc1	29	14	-4%	3.5%	26	12	0.6	-6	0
Cc1ccc(NC(=O)c2ccco2)cc1C	-22	-12	-23%	2.0%	-6	0	-0.1	6	0
CN(C)CCCC(C)(O)C(C)(C)c1ccccc1 (stereo not drawn)	11	-3	1%	2.1%	26	-5	0.1	nt	2
CCOC(=O)N1CCN(S(=O)(=O)c2ccc(C)c(C(=O)NC3CCCCC3)c2)CC1	-7	16	-1%	-0.2%	10	1	-0.4	1	0
COc1cccc(N2CC(NC(=O)/C=C\c3ccccc3)CC2=O)c1 (stereo not drawn)	nt	-4	-10%	4.0%	6	4	0.0	-1	-5
CCN(CC)S(=O)(=O)c1ccc(OC(C)C)c(NC(=O)C2=COCCO2)c1	-19	-2	nt	0.7%	3	-3	-0.3	-1	0
CC(=O)N[C@H]1[C@H](OC2CCCCC2)O[C@H](COC(C)=O)[C@@H](OC(C)=O)[C@@H]1OC(C)=O	4	13	-5%	-0.8%	7	11	-0.7	3	2
O=[N+]([O-])c1ccc(N2CCCCC2)s1	-6	-2	7%	-0.2%	-12	-9	-1.6	-3	5
Cc1ccc(C)c(Cn2c(=O)n(Cc3ccccc3)c(=O)c3c2c2cc(C)ccc2n3C)c1	4	6	3%	1.5%	-2	-1	0.2	nt	2
COCCNC(=O)COC(=O)c1cc(-c2ccc(OC)cc2)nc2ccccc12	-4	12	4%	6.4%	-2	6	1.3	?	11
CCOc1cccc(-c2c(C(=O)N/N=C/c3ccco3)nnn2-c2nonc2N)c1	20	7	-14%	-2.8%	1	6	0.2	16	12
Cc1ccc(NC(=O)Cn2nc3c(cc2=O)CCCC3)cc1Cl	2	-2	-2%	0.6%	13	2	0.4	-1	0
NNC(=O)C1CC(O)CN1S(=O)(=O)c1ccc(Cl)cc1 (stereo not drawn)	60	9	-6%	0.6%	-4	-4	-0.1	-12	9
Cc1c(NC2=C(Cl)C(=O)N(c3ccccc3Cl)C2=O)c(=O)n(-c2ccccc2)n1C	2	-19	12%	3.7%	-2	1	-0.2	0	1
CC(=O)N1CCN(C(=O)c2ccc(NS(=O)(=O)c3ccc4[nH]c(=O)[nH]c4c3)cc2)CC1	-11	18	nt	1.0%	-3	-3	0.2	-1	1
O=C(Nc1ccc(-c2cn3ccsc3n2)cc1)c1ccc(F)c(S(=O)(=O)N2CCOCC2)c1	-14	0	-7%	0.1%	0	-5	0.3	-19	1
COc1ccccc1CNC(=O)c1cc2ccccc2o1	1	0	8%	1.0%	-1	-6	-2.5	-6	2
COc1ccc2c(CC(=O)OCC(=O)Nc3ccc(S(N)(=O)=O)cc3)coc2c1	6	-18	5%	0.7%	-4	-7	0.0	13	2
Cc1ccc(C(C)NC(=O)C2CCCC2)c(C)c1 (stereo not drawn)	-4	-7	-23%	0.4%	2	-8	-0.6	-10	2
O=C(c1ccc(Sc2ccc(F)cc2)c([N+](=O)[O-])c1)N1CCOCC1	0	-3	-18%	0.3%	-1	1	-0.4	-15	5
CCN(CC)C(=O)c1ccc2c(c1[N+](=O)[O-])C(=O)c1ccccc1C2=O	8	9	-4%	-1.8%	-9	-7	0.8	nt	1
CCOc1ccccc1C(=O)NCC(=O)NCCc1ccc(S(N)(=O)=O)cc1	7	nt	4%	0.8%	-9	-4	-1.5	-9	0
O=C(NCCN1CCOCC1)c1ccc2c(c1)N(Cc1ccccc1F)C(=O)c1ccccc1S2	4	-5	-20%	-0.5%	-1	-13	0.5	-20	5
CCOC(=O)C(=CNc1ccccc1C)C(=O)OCC	-1	13	2%	2.6%	1	2	0.5	-15	0
COc1cc(NS(=O)(=O)c2ccc(NC(=O)CN3C(=O)c4ccccc4C3=O)cc2)ncn1	12	-6	-1%	-1.1%	-6	6	0.2	2	2
CCc1ccccc1NC(=O)C1=CN2CCS(=O)(=O)N=C2C=C1	0	-3	nt	2.6%	11	-4	0.5	11	7
COCCCn1c(=O)/c(=C\c2ccccc2OC(F)F)s/c1=C(/C#N)C(=O)NCCOC	12	13	-1%	0.5%	-6	-2	0.4	-2	12
COC(=O)C1=C(C)Nc2ncnn2C1c1ccc(C)o1 (stereo not drawn)	2	1	-12%	5.4%	2	-2	-0.4	14	2
COc1cccc(/C=N/n2c(-c3ccco3)nc3ccccc3c2=O)c1	2	2	-15%	-0.4%	-5	-5	0.0	nt	-1
COc1ccc(NC(=O)COC(=O)c2c(C)noc2C)c(OC)c1	2	-3	-7%	-1.0%	-8	-1	0.2	-8	2
CCOc1ccc(CN2CCN(Cc3cc4c(cc3Cl)OCO4)CC2CCO)cc1 (stereo not drawn)	-5	16	4%	-1.8%	4	-4	-0.7	-10	13
Cc1cc(SCC(=O)c2cc3ccccc3o2)nc2ccccc12	7	8	-22%	1.4%	-28	3	4.3	-14	12
CCCCCC(=O)NNC(=O)Nc1ccccc1	1	14	5%	0.7%	2	-4	-0.1	9	2
COc1cc(NS(=O)(=O)c2c(C)[nH]c(C)c2C(=O)N2CCCC2)cc(OC)c1OC	-17	-3	1%	2.4%	0	-6	0.4	4	0
COC(=O)/C=C/C(=O)NCc1ccco1	7	-3	-16%	-0.8%	4	0	0.3	3	2
CC(CC(=O)NCc1ccc(Cl)cc1)c1ccccc1 (stereo not drawn)	2	7	-12%	0.2%	34*	-5	-0.4	0	2
CCOC(=O)c1sc(NC(=O)c2cccs2)nc1C	2	0	-7%	1.1%	-1	-7	0.1	nt	2
Cc1ccc2cc3c(NS(=O)(=O)c4cccc5nonc45)nn(CC(C)C)c3nc2c1	-1	4	-18%	0.6%	0	2	0.9	5	0
CC(=O)N/C(=C\c1ccc(F)cc1)C(=O)NC(C(=O)O)C(C)C (stereo not drawn)	-7	-2	-5%	1.5%	6	-3	1.0	-8	4
COc1ccc(-c2nnc(SCc3cc(=O)c4cc(C)cc(C)c4[nH]3)n2C)cc1	-22	-2	49%[activator]	0.2%	0	-2	-0.9	-13	0
COc1ccc(NC(=S)N2CCN(S(=O)(=O)c3ccc(C)cc3)CC2)cc1	4	-3	-6%	-3.1%	-6	-5	0.2	5	1
CCCc1cc(=O)[nH]c(SCC(=O)NCC2COc3ccccc3O2)n1 (stereo not drawn)	22	7	nt	1.2%	-4	3	0.4	-5	1
Brc1cnc(N2CCCC2)nc1N1CCCCC1	4	9	-9%	0.4%	4	0	0.1	nt	2
COc1cc(-c2nnc(COC(=O)C3c4ccccc4Oc4ccccc43)o2)cc(OC)c1OC	7	-3	72%[activator]	2.4%	-2	-3	0.2	-9	4
CCN(CC)S(=O)(=O)c1ccc(C(=O)Nc2cc3oc4ccccc4c3cc2OC)cc1	-1	8	-8%	5.5%	-1	-2	-0.2	1	4
COc1cccc(NC(=S)N(CCCN2CCC(C)CC2)Cc2cccs2)c1	-7	-35	-16%	-0.1%	30*	0	0.0	6	4
CC(=O)N1CCc2cc(S(=O)(=O)Nc3ccc(C)cc3C)ccc21	-17	5	-6%	1.3%	-2	-3	-0.8	4	5
Cc1ccc2c(c1)c1c3n2CCN(CCC(=O)O)C3CCC1 (stereo not drawn)	19	6	43%[activator]	0.2%	-3	-5	0.1	-2	3
Cc1ccc(NC(=O)CN2CCN(Cc3ccccc3)CC2)cc1F	-3	-23	-5%	0.1%	0	-9	0.4	-20	3
COc1cc(OC)cc(C(=O)OCC(=O)Nc2cccc(C(C)=O)c2)c1	2	14	-8%	1.8%	12	-3	-0.5	-15	5
COc1ccc(OC)c(NC(=O)C(CCS(C)(=O)=O)NC(C)=O)c1 (stereo not drawn)	-1	3	10%	-2.2%	2	-4	0.4	7	2
